TRHR PAM: TRH receptor (human) allosteric enhancement; P34981; TRHR cells, fluo-8 calcium fluorescence, EC20 TRH enhancement; enhancement, % at 2 µM; 0.66% of 360,000 active; in the data active = enhancement above about 30%; note: 0% is about no effect
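Enhancer read-out: after compound pinning and an initial kinetic agonist-mode read, an EC20 of TRH (10 nM final) was injected and fluo-8 calcium signal (Ex 480/Em 530) followed at 1 s/cycle for 100 cycles in TRHR-expressing cells.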
Apoferritin bind: candidate novel general anesthetic via apoferritin binding; Potency, µM (top dose mostly 77.5 µM), for inactives: top-dose activity change, negative = displacement, most hits filed as inhibitors; AID 485281; 0.074% of 350,000 active; P02791; apoferritin/1-aminoanthracene competitive binding, fluorescence; note: potency is the fitted concentration of half-maximal effect; % is set by controls: 0 for no effect and ±100 for the full control effect; nearly all actives have a fitted effect of over 20% in size
Target sequence (P02791 2-175 limits assumed): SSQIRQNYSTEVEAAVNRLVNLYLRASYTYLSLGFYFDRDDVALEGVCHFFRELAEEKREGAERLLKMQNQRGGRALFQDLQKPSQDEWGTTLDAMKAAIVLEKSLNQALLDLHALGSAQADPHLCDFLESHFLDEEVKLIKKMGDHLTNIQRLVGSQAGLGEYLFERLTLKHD
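Horse-spleen apoferritin (10 uM) in 50% saturated 1-aminoanthracene in PBS was incubated 10 min at room temperature with compound. Fluorescence (ex 380, em 535 nm) was normalized to free and bound 1-AMA, with concentration-response fitted by a four-parameter Hill equation.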
RXFP1 antag: RXFP1 (human) relaxin receptor antagonism; AID 1259400; 0.59% of 350,000 active; activity change, negative = inhibition, % at 57.5 µM; HEK293-RXFP1, relaxin-stimulated cAMP HTRF, 30 min; active compounds read low;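 active = activity change of -60% or lower, but not beyond a set lower limit; inconclusive = change between -60% and -40%, or beyond the set limit; inactive = change above -40%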; note: % is set by controls: 0 for no effect and ±100 for the full control effect
Target sequence (Q9HBX9 whole entry, looked up): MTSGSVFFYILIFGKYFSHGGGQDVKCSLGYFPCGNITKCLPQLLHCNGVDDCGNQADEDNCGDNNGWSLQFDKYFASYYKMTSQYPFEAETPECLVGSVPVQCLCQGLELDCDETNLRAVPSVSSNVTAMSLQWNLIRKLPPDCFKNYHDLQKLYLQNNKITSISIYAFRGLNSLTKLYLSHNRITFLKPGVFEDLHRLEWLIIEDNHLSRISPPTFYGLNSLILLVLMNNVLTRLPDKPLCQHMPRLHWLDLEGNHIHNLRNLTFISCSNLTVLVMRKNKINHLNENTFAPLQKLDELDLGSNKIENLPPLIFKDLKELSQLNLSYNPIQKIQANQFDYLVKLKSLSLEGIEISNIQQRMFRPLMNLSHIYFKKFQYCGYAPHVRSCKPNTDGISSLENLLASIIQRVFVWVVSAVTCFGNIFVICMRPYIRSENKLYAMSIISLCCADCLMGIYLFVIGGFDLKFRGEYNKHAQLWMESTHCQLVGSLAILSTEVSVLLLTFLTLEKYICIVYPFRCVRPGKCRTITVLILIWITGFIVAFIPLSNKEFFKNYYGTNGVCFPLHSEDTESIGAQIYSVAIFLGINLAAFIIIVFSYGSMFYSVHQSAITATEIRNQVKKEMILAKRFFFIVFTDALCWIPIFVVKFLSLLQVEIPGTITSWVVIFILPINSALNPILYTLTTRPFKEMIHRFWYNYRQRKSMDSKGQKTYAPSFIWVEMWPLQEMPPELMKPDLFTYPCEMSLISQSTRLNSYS
D1 potentiator: potentiators of human D1 dopamine receptor. P21728. HEK293 TREx D1 cells, calcium flux, dopamine EC20 potentiation. potentiation, % at 10 µM. 0.036% of 360,000 active. AID 504651; in the data active = potentiation above about 30%; note: 0% is about no effect
D1 antag: blocks dopamine activation of the human D1 receptor; P21728; HEK293 TREx D1 cells, calcium flux, dopamine EC80; active compounds read low; activity change, negative = inhibition, % at 10 µM; 3.2% of 360,000 active; in the data active = activity change below about -30%; note: % is set by controls: 0 for no effect and ±100 for the full control effect
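Tetracycline-induced HEK293 Trex D1 cells, force-coupled to calcium, dye-loaded; compounds added and read 180 s, then EC80 dopamine added and calcium flux tracked kinetically another 180 s.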
D2 PAM: positively modulates the human D2 dopamine receptor allosterically | HEK293 T-REx D2, calcium flux, EC20 dopamine potentiation | AID 485347 | 0.34% of 340,000 active | potentiation, % at 10 µM | P14416;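 active = potentiation over 3 SD above the plate norm, cut at about 30% in these data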; note: 0% is about no effect
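Cells plated with tetracycline inducer and held overnight at 30 C; calcium dye loaded 30–90 min at room temperature; baseline taken, compound added and read 180 s; EC20 dopamine then added and read 180 s.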
RXFP1 ag: RXFP1 (human) receptor agonism | Q9HBX9 | HEK293T-RXFP1 cAMP TR-FRET, 30 min; response scale: percent of porcine relaxin response, buffer zero | Potency, µM (highest dose often 57.5 µM), for inactives: at the top dose activation, actives largely listed as activators | 0.3% of 370,000 active; note: potency is the fitted concentration of half-maximal effect; % is set by controls: 0 for no effect and ±100 for the full control effect; nearly all actives have a fitted effect of over 60% in size; many of its hits are not listed in these tables
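HEK293T cells stably expressing RXFP1 were pretreated with the PDE4 inhibitor Ro 20174, exposed to compounds for 30 min at 37C, lysed, and cAMP was read by TR-FRET. Data normalized to buffer (basal) and 29 nM porcine relaxin (100%).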
D1 ag: human D1 receptor agonism. HEK293 T-REx D1 cells, calcium flux, agonist mode. activation, % at 2 µM. P21728. 1% of 360,000 active; in the data active = activation above about 30%; note: 0% is about no effect
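Tetracycline-induced HEK293 TREx D1 cells, force-coupled to calcium signalling, were dye-loaded with a no-wash calcium kit. Compound was pin-added after a 10 s baseline. Fluorescence was read kinetically at 1 cycle/s for 180 s, with calcium rises flagged as agonism.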
TRHR agonist: agonists of human TRH receptor; P34981; 0.18% of 360,000 active; activation, % at 2 µM; TRHR cells, calcium flux fluo-8, FDSS agonist mode; in the data active = activation above about 30%; note: 0% is about no effect
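In this calcium-flux screen, cells bearing human TRHR are dye-loaded with fluo-8, baselined for 10 cycles, then exposed to library compounds; positive kinetic calcium responses during the agonist phase mark hits, with TRH as control.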
Active calls of the source: *; ? = inconclusive; / = not tested or not shown. Unless noted, calls come from the whole dose curve; as a rule, active = well fitted curve in the direction sought with a large enough effect; inconclusive = small, poorly fitted or top-dose-only effect, or another doubt; inactive = no such curve, though single readings can be large; an effect the other way counts as inactive or inconclusive. Only part of the results is shown; count on the stated rates, not on these rows.

SMILES | TRHR PAM | Apoferritin bind | RXFP1 antag | D1 potentiator | D1 antag | D2 PAM | RXFP1 ag | D1 ag | TRHR agonist
CCC/C(O)=C1\C(=O)CC(c2ccccc2)CC1=NCCc1c(C)[nH]c2ccccc12 (centres undefined) | -1 | 25% | -8 | -9 | -11 | -7 | 4.1% | 0 | 0.8
COc1cccc(OCC(O)CN2CCN(CCN3C(=O)c4cccc5cccc(c45)C3=O)CC2)c1 (centres undefined) | -24 | ? | 10 | -10 | -14 | -12 | 0.4% | 0 | -0.9
COc1ccc(-c2csc(NC(=O)C3CCCO3)n2)cc1 (centres undefined) | -3 | -18% | -7 | -3 | -6 | -5 | 0.9% | 2 | -0.1
CCOc1cc(CNCc2ccncc2)cc(Br)c1OCc1ccc(F)cc1 | 3 | -9% | 9 | -2 | -8 | 0 | -0.7% | 8 | -0.6
CCOC(=O)C1CCN(C(=O)COC(=O)C2CCN(S(=O)(=O)c3ccc4c(c3)OCCO4)CC2)CC1 | -1 | / | 4 | -7 | -29 | -12 | -0.3% | 8 | -0.2
COCCNC(=O)C1CCC(CNS(=O)(=O)c2cccc3nsnc23)CC1 (centres undefined) | -6 | -4% | 7 | 2 | 34 | -10 | -0.6% | 1 | 0.3
CC[C@@]1(c2ccccc2OC)C(=O)N(C(=O)OC)N1C(=O)OC | 0 | 1% | / | -3 | 5 | 7 | -1.1% | 3 | -0.6
CC(Oc1ccc(Cl)cc1)C(=O)Nc1sccc1C(N)=O (centres undefined) | 12 | -12% | -21 | -12 | -24 | 1 | 1.1% | 1 | -1.8
Cc1ccc(OCC(=O)NCC2CCCO2)c(C)c1 (centres undefined) | 0 | -3% | -18 | -2 | -4 | 9 | 1.2% | 0 | -0.4
COc1ccc(CCN2CC(C(=O)O)CC2=O)cc1 (centres undefined) | 3 | 0% | -8 | 1 | -8 | -4 | -1.0% | 0 | 0.4
Brc1cccc(OCCOCCn2ccnc2)c1 | -2 | ? | 3 | -1 | -2 | 2 | 0.1% | 3 | -0.2
C=CCn1c(SCC(=O)Nc2cc(C)nn2-c2ccccc2)nnc1C1CCCCC1 | -4 | 0% | -4 | -5 | -3 | 30 | -0.4% | 1 | -1.1
Cc1ccc(S(=O)(=O)N2CCC(C(=O)N[C@@H](C)C(=O)Nc3ccc(F)cc3)CC2)cc1 | 2 | 1% | -5 | -2 | -30 | 1 | -0.6% | 1 | -0.2
Cc1cccc(OCc2ccc(C(=O)Nc3ccc(F)cc3)cc2)c1 | 4 | -2% | -13 | -9 | -10 | -6 | 1.3% | 1 | 0.3
COc1ccc(CN2CCCC(C(=O)c3ccc(SC)cc3)C2)cc1Cn1cccn1 (centres undefined) | -13 | ? | -9 | -3 | -12 | -18 | 0.3% | 6 | 0.9
COc1ccc(C(C)NC(=O)C2CCCC2)cc1 (centres undefined) | -3 | 0% | 5 | -1 | 29 | 13 | -0.6% | -2 | 0.1
O=C(O)c1cccc(S(=O)(=O)N2CCC(Cc3ccccc3)CC2)c1 | -3 | -15% | -9 | 3 | 11 | 9 | 0.4% | 5 | -0.1
Cc1ccc2c(c1)-c1c(cnc3cc(-c4ccccc4)nn13)CO2 | -1 | -3% | / | -5 | -14 | 7 | -1.2% | 0 | 1.5
Cc1ccc(C)c(/C=N/n2cc(-c3ccccc3)[nH]c2=S)c1 | -2 | 0% | -24 | -11 | -4 | -18 | 0.8% | 2 | -1.1
Cc1cccc(NC(=O)C2CCN(S(=O)(=O)c3cccc4nsnc34)CC2)c1C | -8 | 1% | / | 4 | -3 | -4 | -0.4% | 1 | -1.2

Next part (7 carried over from the part before).
SMILES | TRHR PAM | Apoferritin bind | RXFP1 antag | D1 potentiator | D1 antag | D2 PAM | RXFP1 ag | D1 ag | TRHR agonist
Cc1cccc(OCc2ccc(C(=O)Nc3ccc(F)cc3)cc2)c1 | 4 | -2% | -13 | -9 | -10 | -6 | 1.3% | 1 | 0.3
COc1ccc(CN2CCCC(C(=O)c3ccc(SC)cc3)C2)cc1Cn1cccn1 (centres undefined) | -13 | ? | -9 | -3 | -12 | -18 | 0.3% | 6 | 0.9
COc1ccc(C(C)NC(=O)C2CCCC2)cc1 (centres undefined) | -3 | 0% | 5 | -1 | 29 | 13 | -0.6% | -2 | 0.1
O=C(O)c1cccc(S(=O)(=O)N2CCC(Cc3ccccc3)CC2)c1 | -3 | -15% | -9 | 3 | 11 | 9 | 0.4% | 5 | -0.1
Cc1ccc2c(c1)-c1c(cnc3cc(-c4ccccc4)nn13)CO2 | -1 | -3% | / | -5 | -14 | 7 | -1.2% | 0 | 1.5
Cc1ccc(C)c(/C=N/n2cc(-c3ccccc3)[nH]c2=S)c1 | -2 | 0% | -24 | -11 | -4 | -18 | 0.8% | 2 | -1.1
Cc1cccc(NC(=O)C2CCN(S(=O)(=O)c3cccc4nsnc34)CC2)c1C | -8 | 1% | / | 4 | -3 | -4 | -0.4% | 1 | -1.2
CC1CCN(C(c2ccc(N(C)C)cc2)c2nnnn2Cc2ccc(F)cc2)CC1 (centres undefined) | -4 | -8% | -9 | -5 | -18 | -5 | 0.5% | 29 | -0.5
Cc1ccc(NC(=O)CN(C)C(=O)COC(=O)C2=COCCO2)cc1 | 3 | / | -4 | -5 | -2 | 2 | 0.1% | 1 | 0.5
COc1ccc(N2CCN(Cc3cc(=O)oc4ccc(Cl)cc34)CC2)cc1 | -2 | -7% | 0 | -3 | -13 | -2 | 0.2% | 2 | -0.1
COc1ccc(-n2c(C)cc(C(=O)Cn3nc(C(=O)O)c4ccccc4c3=O)c2C)cc1 | -15 | -21% | -2 | -7 | 6 | -4 | 4.4% | 4 | 0.5
O=C(c1sc2ccccc2c1Cl)N1CCN(c2ccc(F)cc2)CC1 | -2 | -9% | -5 | -2 | -26 | / | 0.2% | 6 | 0.1
COc1ccc(CCNC(=O)c2c(O)nc3cc(C)ccn3c2=O)cc1OC | 5 | -7% | / | 1 | -4 | 1 | 0.2% | 1 | -0.2
COc1ccccc1C(=O)NCCC(=O)N(Cc1ccco1)Cc1cccs1 | 2 | -7% | 0 | -4 | -8 | -2 | -1.5% | 21 | -0.1
Cc1ccc(NC(=O)Cn2c(=O)ccc3cc(S(=O)(=O)N4CCCC4)ccc32)cc1N(C)C | -4 | ? | -21 | 2 | 32 | -5 | 1.1% | 1 | -0.6
Cc1nn2cnc3sc4c(c3c2nc1=O)CCCC4 | -11 | ? | -3 | -7 | -86* | 9 | 4.2% | -1 | -0.3
C/C(=N\NC(=O)c1ccn[nH]1)c1cn(C)nc1C | -2 | -10% | -6 | -3 | 10 | / | 3.7% | 5 | -0.2
COc1cc(OC)cc(C(=O)Nc2ccc(-n3cnnn3)c(C)c2)c1 | 3 | -22% | -1 | -4 | -5 | 3 | 3.1% | 2 | -1.3
O=C(Nc1nc(-c2ccco2)c(-c2ccco2)s1)c1ccc(F)cc1F | -3 | / | ? | -3 | 3 | 10 | -0.5% | 1 | 1.1
O=C(COC(=O)c1ccc(Br)cc1)NCCC1=CCCCC1 | 1 | -21% | -17 | -2 | / | -10 | 0.3% | 0 | -0.3
CCOC(=O)c1c(C)[nH]c(C)c1C(=O)CSc1nc2ccccc2n1CC | -3 | -7% | -5 | -6 | -3 | 19 | 2.4% | 5 | -2.0
CC(Sc1nnc(-c2ccco2)n1N)C(=O)NC1CCCCC1C (centres undefined) | -8 | / | 9 | -5 | 24 | -12 | -0.2% | 1 | -0.3
CCC(NC(=O)C1CCC1)c1ccccc1 (centres undefined) | 6 | -7% | -12 | -4 | 17 | 9 | -2.8% | -1 | 0.2
COc1ccc(Sc2nc3ccccc3n3c(C(F)(F)F)nnc23)cc1 | 6 | -9% | 6 | -1 | -3 | 3 | 1.5% | 3 | 0.6
C=CCn1cnc2scc(-c3ccc(C)c(C)c3)c2c1=O | -1 | ? | -2 | -2 | 0 | 5 | 4.0% | 0 | -1.2
COc1cc(/C=C2\N=C(C)OC2=O)cc(OC)c1OC | 8 | -2% | 4 | -2 | 47 | 10 | 1.5% | 0 | 0.0
C/C(=N\OCc1nc2ccccc2c(=O)n1/N=C/c1cc(C)cc([N+](=O)[O-])c1O)c1ccccc1 | -1 | 7% | 1 | 0 | -33* | -16 | 2.1% | 12 | 0.4
CCCN(c1ccc(C(=O)OC)cc1)S(=O)(=O)c1ccccc1 | -8 | 5% | 1 | 3 | 10 | / | 0.2% | 1 | -0.8
CCOC(=O)/C(C#N)=C/Nc1ccccc1NS(=O)(=O)c1cccc(C(C)=O)c1 | 6 | -11% | 3 | -5 | -2 | 7 | 1.0% | 3 | -0.7
COc1ccc(N2C(=O)CC(Sc3nnc(-c4ccccc4F)n3C)C2=O)cc1 (centres undefined) | 3 | 0% | / | -3 | -9 | 1 | 9.7% | 2 | -0.6
Cc1nc(C)n(CC(=O)N2CCCC(C(=O)c3ccc(Cl)cc3C)C2)n1 (centres undefined) | -4 | -3% | 3 | -3 | 7 | 4 | -0.1% | 0 | 0.6
COc1ccc(CC(=O)N2CCOCC2)cc1OC | 11 | 0% | 0 | 6 | 1 | 1 | -0.3% | 1 | 0.6
COc1cccc2cc(C(=O)N(C)C)c(=O)oc12 | 3 | 1% | 5 | -9 | 6 | -3 | -0.3% | 1 | 1.8
CC[C@@H](C)C(NC(=O)OC(C)(C)C)c1cn([C@@H](CCCCNC(=O)OC(C)(C)C)C(=O)N2CCN(C(=O)OC(C)(C)C)CC2)nn1 (some centres undefined) | -3 | 2% | / | -2 | 1 | -3 | 0.0% | 2 | 0.6
Cc1ccc(C)c(NS(=O)(=O)c2ccccc2C)c1 | -1 | ? | -5 | -4 | -19 | 5 | -0.5% | 4 | -0.8
COc1ccc(N2C(=O)C3CC=C(Cl)CC3C2=O)cc1 (centres undefined) | 1 | ? | 15 | 6 | 4 | 18 | 8.9% | -3 | -0.6
COCCNC(=S)Nc1ccc2nc(N3CCN(C)CC3)cc(C)c2c1 | -4 | 8% | 8 | -3 | -1 | 3 | 8.0% | 3 | 0.4
Cc1cc(C)c2nc(N3CCCC(C(=O)NCc4ccccc4F)C3)sc2c1 (centres undefined) | -4 | -4% | -20 | -5 | -2 | -3 | 0.5% | 1 | 0.0
Cc1ccccc1N=C1SCC(=O)N1Cc1ccccc1 | -6 | 0% | -20 | 0 | 20 | 5 | 2.8% | 9 | 0.2
CCOCCCNC(=O)C(NC(=O)C1CCC(C)CC1)C(C)C (centres undefined) | -2 | -4% | 5 | 0 | 6 | 0 | -1.2% | 0 | -0.2

Screening data deposited in PubChem by National Center for Advancing Translational Sciences (NCATS).
